m5-HT2A agonist: mouse Htr2a agonists via beta-arrestin recruitment, primary screen, cell-based, luminescence; 5-hydroxytryptamine receptor 2A (Mus musculus), P35363; CHO-K1 mHTR2A beta-arrestin complementation; percent of 30 µM serotonin response; activation, % at 7.6 µM; 360,000 compounds, 0.66% hits; AID 624169, 2012;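 active = activation above a run cutoff, the mean activation of all tested compounds plus 3 SD, cut at about 14% in these data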;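 note: 0% = plate median of compound wells and 100% = 30 µM serotonin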
Target sequence (P35363 whole entry, looked up): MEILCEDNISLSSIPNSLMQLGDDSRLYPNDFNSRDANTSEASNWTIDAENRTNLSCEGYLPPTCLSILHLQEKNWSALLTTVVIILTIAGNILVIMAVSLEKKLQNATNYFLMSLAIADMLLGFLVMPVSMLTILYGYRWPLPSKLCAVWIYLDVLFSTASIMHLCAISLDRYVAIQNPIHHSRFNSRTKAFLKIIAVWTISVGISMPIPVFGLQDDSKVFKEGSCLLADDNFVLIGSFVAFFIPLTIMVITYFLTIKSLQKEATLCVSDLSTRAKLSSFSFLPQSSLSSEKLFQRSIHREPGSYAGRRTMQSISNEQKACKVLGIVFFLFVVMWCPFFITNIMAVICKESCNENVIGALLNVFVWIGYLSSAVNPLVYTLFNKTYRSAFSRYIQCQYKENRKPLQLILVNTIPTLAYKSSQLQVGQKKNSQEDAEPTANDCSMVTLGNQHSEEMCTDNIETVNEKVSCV
aDG glyco up: activators of alpha-DG glycosylation, primary screen, uHTS, Pro5-aDG cells, AlphaScreen | alpha-DG glycosylation AlphaScreen (IIH6); 0% Pro5, 100% B10-LARGE cell signal | activation, % at 10 µM | 360,000 compounds, 0.22% hits;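 active = activation of at least 8% versus controls, or a plate z-score of at least 8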;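 note: Pro5 are CHO cells carrying HIG-tagged alpha-DG that lacks glycosylation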
Exocytosis inh: LAMP-1 surface exposure blockers, TALL-104 cells – cell-based, flow cytometry, MLPCN library, primary screen; TALL-104 LAMP-1 surface exposure; cells stimulated with thapsigargin and PMA; inhibition, % at 10 µM; 360,000 compounds, 0.66% hits;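 active = inhibition above about 55%, limit read from the data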
PDI inh: inhibitors of human PDI, primary screen, biochemical, turbidity, single point, plate reader; PDI insulin aggregation turbidity, A650, 90 min; inhibition, % at 10 µM; 350,000 compounds, 0.052% hits; AID 588391, 2011;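 active = mean inhibition across replicates of 30% or more, whatever share of single replicates reach that level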;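 note: absorbance from insulin aggregation driven by PDI reduction with DTT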
Target sequence (P07237 whole entry, looked up): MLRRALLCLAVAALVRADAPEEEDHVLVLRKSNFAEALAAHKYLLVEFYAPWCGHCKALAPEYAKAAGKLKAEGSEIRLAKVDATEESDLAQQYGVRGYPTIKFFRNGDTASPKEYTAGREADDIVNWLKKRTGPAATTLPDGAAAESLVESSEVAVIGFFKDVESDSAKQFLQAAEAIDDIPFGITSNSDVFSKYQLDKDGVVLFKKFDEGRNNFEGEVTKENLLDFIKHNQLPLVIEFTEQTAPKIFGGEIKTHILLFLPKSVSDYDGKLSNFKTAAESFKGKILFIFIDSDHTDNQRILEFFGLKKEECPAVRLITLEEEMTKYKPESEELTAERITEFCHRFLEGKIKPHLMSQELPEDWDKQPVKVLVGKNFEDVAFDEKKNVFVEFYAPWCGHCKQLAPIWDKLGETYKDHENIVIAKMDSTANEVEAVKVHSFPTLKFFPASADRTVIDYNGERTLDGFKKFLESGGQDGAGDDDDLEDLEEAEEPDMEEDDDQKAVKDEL
Glyco luc inh: increase of ERlucT glycosylation luciferase signal, primary screen, N-linked glycosylation inhibitor project, D54 ERlucT cells, luminescence, set 2; 360,000 compounds, 0.23% hits; D54 ERlucT glycosylation luciferase reporter, 24 h; percent of 100 nM tunicamycin response; AID 588692, 2011; reporter increase, % at 12.5 µM;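 active = mean luciferase reporter signal, scaled so untreated is 0 and the glycosylation-blocking control 100, at or above a set limit in every replicate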;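 note: luciferase carries N-glycosylation sites so blocking glycosylation raises the light; 0% = median of neutral control wells and 100% = median of 100 nM tunicamycin wells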
H9c2 protect: cardioprotection against H2O2-induced cell death, primary screen, uHTS, H9c2 cells, ATPLite luminescence; H9c2 cardiomyocytes, H2O2 injury protection, 2 h; protection from H2O2 cell death, % at 20 µM; 360,000 compounds, 0.63% hits; AID 588492, 2011;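 active = compounds giving at least 50% protection of heart cells from peroxide-induced death in the single-dose screen, raw or plate-pattern-corrected value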;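 note: 0% = DMSO wells with peroxide and 100% = DMSO wells without peroxide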
ABCB6 inh 2: ABCB6 transporter inhibitors, primary screen, K562-ABCB6 cells, flow cytometry, MLPCN library; K562-ABCB6 porphyrin accumulation, 1 h; active compounds read low; fluorescence ratio to DMSO, % at 10 µM; 360,000 compounds, 0.19% hits; AID 602162, 2011;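 active = fluorescence ratio to DMSO below 75%, the collection mean minus 3 SD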;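 note: signal is porphyrin accumulated inside mitochondria; 100% equals median channel fluorescence of DMSO control wells; lower ratio means ABCB6 inhibition with less porphyrin fluorescence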
Vif imaging: HIV Vif self-association inhibitors, primary screen, imaging, HEK293T, single point. inhibition, % at 7.49 µM. 340,000 compounds, 0.35% hits. HEK293T cells, Vif self-association by quenched fluorescence, 24 h. AID 602346, 2012; in the data active = inhibition above about 50%, passing the limit was not always enough; note: some results filed as inactive read as strong as hits
CaV13 ICDI inh: Disruptors of the CACNA1D IQ motif to Ca2+-dependent inactivation inhibitor domain association, primary screening, Förster resonance energy transfer in intact living …; HEK cells, CFP/YFP FRET ICDI-IQ, plate reader, 10 min; percent FRET-ratio fall versus neutral wells; inhibition, % at 12.3 µM; 340,000 compounds, 0.098% hits; AID 743397;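 active = mean replicate inhibition of at least 30% and at least 1% of replicates passing that level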;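 note: 0% = median of the neutral control wells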
hiPSC survival: enhancers of single-cell hiPSC survival, primary screen, ATPlite luminescence; 100% = ROCK inhibitor wells, 0% = DMSO; survival enhancement, % at 20 µM; 360,000 compounds, 0.044% hits; in the data active = survival enhancement above about 18%;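 note: cells exposed to compounds for 16 hours before the ATP read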
An asterisk follows results filed as active; nt = not tested or not shown.

SMILES	m5-HT2A agonist	aDG glyco up	Exocytosis inh	PDI inh	Glyco luc inh	H9c2 protect	ABCB6 inh 2	Vif imaging	CaV13 ICDI inh	hiPSC survival
CCCCOc1ccc(-c2nnn(CC(=O)NCCc3c[nH]c4ccccc34)n2)cc1	-6	0.2	1	6	-1	-11	93	-7	-5	1.7
COC(=O)c1cccc(N(C(=O)c2ccco2)C(C(=O)NC2CCCC2)c2ccc(N3CCOCC3)cc2)c1 (configuration not stated)	0	0.1	-6	4	0	1	96	11	-2	0.1
O=C(NC1CCS(=O)(=O)C1)C1C2CC3CC(C2)CC1C3 (configuration not stated)	0	-0.2	0	0	0	7	96	nt	-2	6.4
C[C@@]12C(=O)Nc3ccc(F)cc3C(=O)N1[C@H]1c3cc(Cl)ccc3OC[C@@H]1[C@@H]2c1ccccc1	-2	0.0	-7	-3	28*	-3	99	-3	-13	-1.2
CCOC(=O)c1c(NC(=O)CSc2nc3ccccc3o2)sc(C(C)=O)c1C	-1	0.1	8	-9	3	-16	85	-9	-18	0.6
NC(=O)c1ccc(C2SCC(=O)N2Cc2ccccc2)cc1 (configuration not stated)	-1	-0.2	-2	-6	1	14	94	8	-2	-0.5
Cn1c(Cn2c(=O)sc3ccccc32)nnc1SCC(=O)NCc1ccc2c(c1)OCO2	-5	-0.2	0	nt	1	5	104	-4	-3	-0.5
O=C(NNC(=O)C1CC(c2cccs2)=NO1)NC1CCCCC1 (configuration not stated)	4	0.1	-1	0	0	4	95	3	-2	-0.7
Cc1ccc(C(=O)NNC(=O)CSc2nnc3ccccn23)cc1	0	-0.1	3	-2	-1	0	105	-5	-7	0.2
O=C(COC(=O)CCc1ccc(S(=O)(=O)N2CCOCC2)cc1)Nc1ccccc1[N+](=O)[O-]	-1	0.0	-2	-7	0	0	93	5	-20	-1.4
CC(C)C(=O)N1CCC(CN=Cc2c(O)n(C3CCCCC3)c(=O)n(C3CCCCC3)c2=O)CC1	-2	0.0	13	-3	-3	-38	99	-13	nt	4.0
COc1ccc2c(c1OC)C(=O)N(c1ccccc1)C2=O	-4	0.0	-2	3	1	11	95	-4	-6	-0.2
CCc1cccc(C)c1NC(=O)CSc1n[nH]c(N)n1	-6	-0.2	-5	6	0	12	96	-3	-2	-0.2
CN1CCC(N(C)C(=O)c2cc(-c3ccc(F)cc3)nc3ccccc23)CC1	-8	0.2	53	0	-1	3	97	4	-7	1.7
CC(C(=O)OCC(=O)Nc1ccc(S(=O)(=O)N2CCCCC2)cc1)N1C(=O)c2ccccc2C1=O (configuration not stated)	-8	0.0	7	4	0	1	107	nt	nt	1.3
CCCCCN(C(=O)CCC(=O)OCC(=O)c1ccc(CCC)cc1)c1c(N)n(CCCC)c(=O)[nH]c1=O	4	0.1	-2	0	3	-2	73*	3	-16	-0.3
CCn1c(SCC(=O)c2ccc3ccccc3c2)nnc1-c1ccco1	7	-0.2	13	-3	1	1	96	-20	-5	-1.8
CCN(C(=O)CN1C(=O)S/C(=C\c2ccccc2OC)C1=O)C1CCS(=O)(=O)C1 (configuration not stated)	-1	-0.1	-2	-6	-1	6	101	-5	-2	0.2
CCOc1cc(/C=C2/C(=N)N3OC(C)=CC3=NC2=O)ccc1OC(=O)c1ccco1	3	0.1	0	-1	2	0	765	-1	-17	-1.7
CCCCC(=O)Nc1sc(C(=O)N(CC)CC)c(C)c1C(=O)OC	-4	-0.1	2	-4	0	-7	97	3	-8	-1.9
O=C(c1cccnc1)C1Cc2ccccc2C1=O (configuration not stated)	3	0.0	-3	0	2	2	98	-6	-19	0.9
COCc1c(C(=O)N/N=C/c2ccco2)nnn1-c1nonc1N	8	0.6	-7	1	-1	0	104	-3	-5	-0.4
CSCCC(C(=O)NC(C)(C)C)n1c(-c2ccc3c(c2)OCO3)nc2ccccc21 (configuration not stated)	-5	-0.1	-10	nt	nt	nt	nt	nt	-10	nt
CC(C)Oc1ccc(C(=O)O)c(C(=O)O)c1	3	-0.2	0	-2	1	-1	101	5	-5	0.9
COc1cc2nc(CN3CCOCC3)n(CC(=O)N3CCCCCC3)c(=O)c2cc1OC	8	0.1	-2	-5	3	9	98	14	3	0.2

The results go on:
SMILES	m5-HT2A agonist	aDG glyco up	Exocytosis inh	PDI inh	Glyco luc inh	H9c2 protect	ABCB6 inh 2	Vif imaging	CaV13 ICDI inh	hiPSC survival
CC(C)(C)C(=O)Nc1nc(C2CCCN2S(=O)(=O)c2ccc(Cl)cc2)cs1 (configuration not stated)	0	2.9	0	1	-1	-18	103	6	nt	-1.5
COc1cccc(OCc2cc(C(=O)NCCc3cccc(C)n3)no2)c1	-7	-0.1	31	10	2	-2	90	-1	-7	1.3
CS(=O)(=O)N(Cc1ccccc1)c1ccc(C(=O)Nc2ccc(C(N)=O)cc2)cc1	6	0.0	-4	-16	1	0	100	2	-6	-0.4
c1ccc(-c2ccnc3ncnn23)nc1	-3	-0.2	1	2	1	-5	103	16	-5	0.4
CC(=O)c1c(C)nc2sc3c(=N)n(N)cnc3c2c1-c1ccc(Cl)cc1	-3	0.5	3	11	0	1	102	nt	-3	3.3
C=CCCC1CN(CCCC)S(=O)(=O)c2c(F)cccc2O1 (configuration not stated)	1	0.0	8	-1	5	-15	98	-1	-10	1.7
COc1ccc(N2CCN(C(=O)NCc3cccc(OC)c3)CC2)cc1	10	0.0	0	-9	-2	2	96	-4	-4	-0.4
CC1CCN(C(=O)c2[nH]cnc2C(=O)Nc2ccon2)CC1	2	-0.1	10	0	5	-1	97	-17	-6	-2.1
COCCN1C(=O)c2ccccc2C(C(=O)NCc2ccco2)C1c1c[nH]c2ccccc12 (configuration not stated)	-3	-0.1	1	-8	1	6	96	1	-1	3.4
COc1ccc(C(=O)NCCNC(=O)c2ccc(C)nc2)cc1	4	-0.1	-6	-1	0	4	97	-6	-7	0.4
O=C1N=C(N2CCCC2)S/C1=C\c1ccccc1	-1	-0.1	-1	-2	0	1	893	nt	-5	-0.3
O=S(=O)(CCN1C=CC(C(F)(F)F)=NCC1)c1ccc(F)cc1	-1	-0.1	-7	-2	-1	1	103	0	-4	-0.7
COc1ccc(S(=O)(=O)Nc2ccc(NC(C)=O)cc2)cc1	-5	0.1	-2	-1	-1	3	98	10	nt	4.4
COc1ccc(-c2nc(C#N)c(NCCCN(C)C)o2)cc1OC	-4	-0.2	2	6	3	-4	105	6	nt	0.1
CCOc1ccc(C2/C(=C(\O)c3ccc(OC)c(OC)c3)C(=O)C(=O)N2c2cc(C)on2)cc1OC (configuration not stated)	5	-0.1	-4	24	3	-1	111	-7	-7	2.2
Cc1cc(C)n(-c2cccc(C(=O)O)c2)n1	3	0.0	-2	-2	1	-8	93	-4	-5	-0.1
COc1ccc(CN2CC(=O)N(c3ccccc3OC)C2=S)cc1OC	0	-0.1	-1	4	0	39	96	7	-15	0.3
Clc1ccc(OCCCCSc2ncccn2)cc1	-2	-0.1	-1	7	-6	-7	99	2	-6	-2.8
COc1ccc(Cl)cc1NC(=O)C1CC(c2ccccc2O)=NO1 (configuration not stated)	1	0.1	-3	0	2	-5	101	9	-5	-0.6
Cc1ccc(OCC(=O)OC(C)CN(C)Cc2ccccc2)cc1 (configuration not stated)	-1	-0.1	2	-2	2	8	91	-9	-3	0.4
COc1ccc(Oc2ccccc2C=O)cc1	5	-0.1	24	7	6	0	112	0	nt	-4.0
COc1ccc(S(=O)(=O)N2CCN(C(=O)c3ccccc3Cc3ccccc3)CC2)cc1OC	5	0.5	-18	6	-3	-3	97	10	-5	-0.7
CC(C)n1nnc2ccccc2c1=O	5	-0.1	-3	6	0	2	102	1	-4	1.0
Cc1cc(NC(=O)c2ccc(NC(=O)C(C)C)cc2)no1	6	0.1	-3	-11	1	-2	92	8	nt	1.3
CC1(C)C(=O)OC(c2ccco2)C(C)(C)C1=O (configuration not stated)	-1	-0.1	3	6	3	1	88	-1	-4	-1.9

Given with values under each structure: two of the compounds above.
Values run as follows: m5-HT2A agonist | aDG glyco up | Exocytosis inh | PDI inh | Glyco luc inh | H9c2 protect | ABCB6 inh 2 | Vif imaging | CaV13 ICDI inh | hiPSC survival
> Cc1ccc(C(=O)NNC(=O)CSc2nnc3ccccn23)cc1
    0 | -0.1 | 3 | -2 | -1 | 0 | 105 | -5 | -7 | 0.2
> COCc1c(C(=O)N/N=C/c2ccco2)nnn1-c1nonc1N
    8 | 0.6 | -7 | 1 | -1 | 0 | 104 | -3 | -5 | -0.4

Carrying on.
SMILES	m5-HT2A agonist	aDG glyco up	Exocytosis inh	PDI inh	Glyco luc inh	H9c2 protect	ABCB6 inh 2	Vif imaging	CaV13 ICDI inh	hiPSC survival
Cc1csc(N2CCN(c3cc4nc(-c5ccncc5)[nH]c4cc3Cl)CC2)n1	-7	-0.1	-4	3	5	11	94	0	-10	6.2
CC1CCCN(S(=O)(=O)c2cc(C(=O)NCc3ccco3)ccc2Cl)C1 (configuration not stated)	9	0.5	-1	15	-2	6	90	-9	-4	0.7
COc1cc2c(c(OC)c1OC)-c1ccc(SC)c(=O)cc1C(NC(=O)c1ccccc1)CC2 (configuration not stated)	-1	-0.3	17	-4	12	4	100	-10	-6	-1.4
COc1ccc(N2CCN(C(c3ccccc3)c3sc4nc(C)nn4c3O)CC2)cc1 (configuration not stated)	-5	-0.3	-1	nt	-2	7	97	2	-5	-1.2
COc1cc(/C=N/N2CCN(Cc3ccc(Cl)cc3)CC2)ccc1OC(C)=O	1	-0.1	3	4	0	-4	99	-7	-21	-0.4
O=C(Cn1cnc2c(OCc3ccccc3)ncnc21)NCC1CCCO1 (configuration not stated)	5	-0.1	2	15	1	3	101	5	-6	-0.9
Cc1ccc(C(=O)CNc2ccc(C)c(Cl)c2)cc1	6	0.2	-2	1	0	-1	88	-1	-6	-0.9
CCCCn1c(SCC(=O)Nc2cc(C)on2)nnc1-c1ccco1	3	-0.1	-2	0	1	1	110	nt	-3	-2.8
CN=C(Nc1cc(C)nn1-c1ccccc1)c1ccccc1	4	0.2	-1	0	2	5	98	-5	-8	1.2
CCCCn1c(SCC(=O)N(CC)C2CCS(=O)(=O)C2)nnc1C(CC)N(C)C (configuration not stated)	-5	-0.1	-2	-1	1	2	95	-2	-5	-0.2
CCCCCCCCNC(=O)/C(C#N)=C/c1ccc(SC)cc1	-1	-0.1	-4	3	2	-12	103	-4	-16	1.3
Cc1[nH][nH]c(=O)c1C(c1c(C)[nH][nH]c1=O)c1cn(Cc2ccc(F)cc2)c2ccccc12	-4	0.4	2	-4	15	-10	98	4	nt	-2.0
Nc1cccc(Nc2ncnc3ccccc23)c1	0	0.0	-7	2	-1	2	100	-4	0	-0.6
COc1ccccc1NC(=O)Nc1c(C)n(C)n(-c2ccccc2)c1=O	0	0.0	1	4	2	3	97	3	-6	0.4
COc1cc(C)ccc1OCCOCCOc1cc(C)c(C)cc1Br	-7	-0.2	4	0	1	-11	98	-1	-17	0.8
O=C(Nc1nnc(-c2ccco2)o1)c1ccc(S(=O)(=O)N2CCOCC2)cc1	3	-0.2	0	4	2	2	96	-12	-5	0.5
